Screening results as filed in PubChem.
TcdB GH inh: TcdB glycohydrolase inhibitors, primary screen, biochemical, single point, plate reader. Toxin B (Clostridioides difficile), P18177. TcdB glycohydrolase enzymatic assay. inhibition, % at 9.99 µM. hit rate 0.24% among 350,000. AID 652162, 2013; in the data active means inhibition above about 10%
Y pestis TopoI: Yersinia pestis topoisomerase I inhibitors, primary screen, biochemical, cleavage product accumulation, plate reader, single point. DNA topoisomerase I (Yersinia pestis CO92). Y. pestis Topo-I cleavage product accumulation. activity, % at 10 µM. hit rate 0.064% among 360,000; in the data active means activity above about 50%, passing the limit was not always enough; inconclusive means no clear call, values can overlap the other calls; further: inactives centre near 2
FadD28 FP inh: inhibitors of FadD28 bisubstrate probe binding, primary screen, biochemical, fluorescence polarization, single point; inhibition, % at 12.5 µM; hit rate 0.22% among 360,000; AID 588549, 2011; in the data active means inhibition above about 8.5%, passing the limit was not always enough; inconclusive means no clear call, values can overlap the other calls
BoNT F protease: BoNT/F light chain protease inhibitors, primary screen, biochemical, flow cytometry, MLPCN library; hit rate 0.22% among 360,000; inhibition, % at 10 µM; Multiplex microsphere protease cleavage assay; Botulinum neurotoxin type F light chain protease (Clostridium botulinum); in the data active means inhibition above about 35%, passing the limit was not always enough; inconclusive means no clear call, values can overlap the other calls; further: plate controls were buffer without enzyme for full effect and enzyme alone for no effect
PfHsp40 rescue: rescue of yeast from PfHsp40 toxicity, primary screen, S. cerevisiae, ATP luminescence; hit rate 0.68% among 340,000; S. cerevisiae expressing PfHsp40, growth rescue; growth rescue, % at 12.5 µM; in the data active means growth rescue above about 28%, passing the limit was not always enough; inconclusive means no clear call, values can overlap the other calls;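 further: yeast W303a lacking pdr1 and pdr3 grown in galactose medium; growth measured after three days at 30 °C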
CCHFV vOTU inh: CCHFV vOTU protease inhibitors, primary screen, biochemical, Pep-AMC substrate, fluorescence; Crimean-Congo hemorrhagic fever virus L polyprotein viral ovarian tumor (vOTU) protease …; inhibition, % at 11.5 µM; hit rate 0.55% among 370,000; in the data active means inhibition above about 30%; further: 0% = vehicle wells with enzyme and 100% = no enzyme wells
BoNT-A LC inh2: BoNT/A light chain protease inhibitors, primary screen, biochemical, flow cytometry, MLPCN library; AID 588499, 2011; hit rate 0.17% among 360,000; multiplex microsphere protease substrate cleavage; Botulinum neurotoxin type A light chain protease (Clostridium botulinum A str. ATCC 3502); inhibition, % at 10 µM; further: plate controls were buffer without enzyme for full effect and enzyme alone for no effect
PrPC surface inh: inhibitors of human cell surface prion protein PrPC, primary screen, cell-based, TR-FRET. inhibition, % at 13.8 µM. TR-FRET read-out. Major prion protein (Homo sapiens), P04156. hit rate 0.43% among 370,000; in the data active means inhibition above about 24%; further: 0% = median of the test wells and 100% = reference compound wells
Anthrax LF inh2: Bacillus anthracis LF protease inhibitors, primary screen, biochemical, multiplex microsphere, MLPCN library; AID 588501, 2011; multiplex microsphere protease cleavage assay; Lethal factor (Bacillus anthracis), P15917; hit rate 0.12% among 360,000; inhibition, % at 10 µM; further: plate controls were buffer without enzyme for full effect and enzyme alone for no effect
Target sequence (P15917 whole entry, looked up): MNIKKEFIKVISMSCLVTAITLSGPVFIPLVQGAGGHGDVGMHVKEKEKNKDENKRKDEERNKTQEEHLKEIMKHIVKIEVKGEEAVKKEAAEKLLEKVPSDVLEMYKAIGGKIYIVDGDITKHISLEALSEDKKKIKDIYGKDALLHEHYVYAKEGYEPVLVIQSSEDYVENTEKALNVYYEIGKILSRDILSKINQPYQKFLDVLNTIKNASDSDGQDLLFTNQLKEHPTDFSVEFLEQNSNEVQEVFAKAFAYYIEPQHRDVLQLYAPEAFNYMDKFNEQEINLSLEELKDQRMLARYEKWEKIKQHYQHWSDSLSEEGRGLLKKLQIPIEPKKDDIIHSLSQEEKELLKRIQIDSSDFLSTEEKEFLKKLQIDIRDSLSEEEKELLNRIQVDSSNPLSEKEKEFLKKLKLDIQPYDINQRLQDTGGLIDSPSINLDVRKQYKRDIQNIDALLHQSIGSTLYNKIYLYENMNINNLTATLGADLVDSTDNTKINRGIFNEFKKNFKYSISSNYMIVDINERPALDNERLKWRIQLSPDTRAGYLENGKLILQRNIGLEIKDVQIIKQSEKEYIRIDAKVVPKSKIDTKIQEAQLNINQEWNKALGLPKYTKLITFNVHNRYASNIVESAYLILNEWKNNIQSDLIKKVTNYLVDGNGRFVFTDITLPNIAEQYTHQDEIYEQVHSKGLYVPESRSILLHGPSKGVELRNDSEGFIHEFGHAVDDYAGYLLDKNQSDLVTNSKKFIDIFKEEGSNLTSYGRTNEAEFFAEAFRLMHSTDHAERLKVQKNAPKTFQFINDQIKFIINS
Starred values were filed as active, the others as inactive; ? = inconclusive; . = not tested or not shown. Unless noted, no stated cut-off is given here; in the data, active means inhibition above about 30%; inconclusive means no clear call, values can overlap the other calls; inactive means below that. This is a random part of the collection; any-hit rate near 2.3%.

SMILES	TcdB GH inh	Y pestis TopoI	FadD28 FP inh	BoNT F protease	PfHsp40 rescue	CCHFV vOTU inh	BoNT-A LC inh2	PrPC surface inh	Anthrax LF inh2
CCCOc1cccc(C(=O)Nc2cccc(NC(=O)c3ccco3)c2)c1	.	-9	-1.7	1	0.7	8	0.6	-1	-2
COc1ccc(C)cc1NC(=O)C1CCN(S(=O)(=O)c2cccs2)CC1	0.9	4	-0.9	-3	-0.9	9	1.2	4	-1
O=C(COc1ccc(Cl)cc1Cl)NCC(=O)N/N=C/c1c[nH]c2ccccc12	0.3	-5	1.3	0	-0.2	-7	-0.3	-1	-3
CN1C(=O)CC(c2ccccc2)Nc2ccccc21 (stereo not drawn)	0.6	0	-0.2	-5	0.2	-5	-0.7	1	2
Cc1cccc(OCC(=O)N2CCc3ccccc3C2)c1	0.2	9	0.2	?	-0.7	5	-0.6	-5	10
Cc1noc(C)c1COc1ccc(C(=O)N2CCN(c3ccccn3)CC2)cc1	-1.6	21	0.7	-20	1.2	-14	-13	0	-7
C[C@@H]1CCC2[C@](C)(CO)[C@@H](O)CC[C@]2(C)[C@@]12C[C@](CO)(CC(=O)O)CO2 (stereo partly drawn)	0.8	-2	-1.2	-26	0.1	-7	-4.8	12	-11
CCCOc1cccc(C(=O)Nc2ccc(CN3CCOCC3)cc2)c1	1.5	3	-0.7	-3	-0.4	-19	-2.3	7	-9
N#CC(Cc1ccccc1OC(F)F)c1nc2ccccc2[nH]1 (stereo not drawn)	1.5	-2	-5.8	0	-0.9	-11	0.0	4	3
CC1CC(C)CN(C(=O)CSc2nnc(-c3ccc(F)cc3)o2)C1 (stereo not drawn)	0.3	-5	0.3	-1	-0.6	-2	-0.1	4	1
COc1ccc(-n2sc3ccc(F)cc3c2=O)cc1	-1.0	2	5.1	-14	125*	7	12	-3	0
Cc1cc(=O)[nH]c(-c2ccc(Cl)cc2)n1	-0.7	1	-0.9	?	0.2	-5	?	4	-1
O=C(COC(=O)C1CCCC1)NCc1ccc(Cl)cc1	1.9	-1	-1.1	-5	-0.3	-10	-0.5	4	-6
Cc1ccc2[nH]c(-c3ccccc3)c(CN3CCOCC3)c(=O)c2c1	.	3	-2.5	6	0.9	-12	0.0	-4	-4
O=c1c2ccccc2cnn1-c1ccc(Br)cc1	.	-7	-0.9	-1	0.3	8	0.2	-28	2
Cc1cc(Cl)nc(NC(=O)Nc2cccc(Cl)c2)n1	0.5	4	-2.3	26	0.0	7	2.4	-1	3
COc1ccc(CNC(=O)COc2cc3c(c4oc(=O)cc(C)c24)CCC(C)(C)O3)cc1OC	0.5	26	-4.6	0	0.9	-7	-1.4	1	-3
COc1ccccc1NC(=O)C1CCCN(c2cnccn2)C1 (stereo not drawn)	0.6	7	-3.1	2	0.0	-4	0.2	12	-1
COc1ccc(-c2nc3ccc(Cl)cn3c2CC(C)(C)C)cc1OC	-0.3	.	-4.4	-10	.	8	0.6	7	-11
Cc1ncc(C(O)c2ccc(N(C)C)cc2)n1Cc1ccccc1 (stereo not drawn)	-8.5	0	-0.6	-12	.	-12	-0.1	1	-5
c1ccc(Cc2nnc3n2CCCCC3)cc1	.	-8	-4.5	-6	-0.5	6	-1.0	-2	-3
CCOC(=O)C(NC(=O)Cc1ccccc1)(Nc1cc(C)on1)C(F)(F)F (stereo not drawn)	.	1	-0.4	-12	0.3	-2	0.6	5	-6
O=S(=O)(NC1Cc2ccccc2C1)c1ccccc1	1.3	8	1.1	12	1.7	13	-3.8	0	-10
CCCC(=O)N1CCCC1(C)C(=O)NCCc1ccccn1 (stereo not drawn)	-0.1	4	-2.1	0	.	4	0.1	-6	-2
CCOc1ccc(S(=O)(=O)NCCC(=O)N(C)CC(=O)Nc2ccc(N3CCOCC3)cc2)cc1	0.5	5	-1.1	-30	-0.5	-6	-25	0	-5
CCOC(=O)CNC(=O)CSc1ncnc2c1nnn2-c1ccc(F)cc1	.	10	-2.9	-4	0.9	10	-0.6	2	3
COC(=O)C1CCN(S(=O)(=O)c2c[nH]c(=O)[nH]c2=O)CC1	-0.2	5	0.5	1	.	1	-0.2	-6	-2
C[C@H](NC(=O)c1ccco1)C(=O)NCc1cccs1	0.4	-2	-2.8	?	-0.2	6	?	2	?
COc1ccc(CNS(=O)(=O)c2ccc3oc(C(=O)O)c(C)c3c2)cc1	0.0	6	-0.4	-2	0.0	.	-0.1	.	-2
O=C(Nc1ccc(N2C(=O)C3C4C=CC(C4)C3C2=O)cc1Cl)c1cccs1 (stereo not drawn)	1.7	2	0.2	-6	0.0	-4	-2.1	-2	-3
O=C(O)c1ccc2nnn(O)c2c1	1.8	5	-0.8	1	0.3	-8	-0.5	1	6
Cc1sc2ncn(CC(=O)NCCCC(=O)N3CCN(Cc4ccc5c(c4)OCO5)CC3)c(=O)c2c1C	1.3	29	-0.9	1	1.9	-6	-0.8	-4	-6
O=C1CCc2cc(S(=O)(=O)NC(C(=O)NCc3cccnc3)c3ccccc3)ccc2N1 (stereo not drawn)	-0.1	1	-3.9	-5	-1.5	8	-0.4	8	-2
Cn1cnnc1SCc1ccc(C(=O)N/N=C(/CCC(=O)O)c2ccc(C(C)(C)C)cc2)cc1	-3.2	1	.	4	-0.5	-20	-0.2	9	-7
CSc1ncc(CN2CCCC(C(=O)c3ccc(C(C)(C)C)cc3)C2)cn1 (stereo not drawn)	1.2	-5	-0.4	-1	4.5	13	-0.8	-1	0
O=C(c1ccc(N2CCCCS2(=O)=O)cc1)N1CCN(c2ccccc2F)CC1	0.9	9	-0.4	3	0.1	13	1.7	2	0
Cc1cc2oc(C(=O)N(Cc3ccccc3)C3CCS(=O)(=O)C3)c(C)c2cc1C (stereo not drawn)	1.3	30	-2.0	.	-0.1	7	.	0	.
CCOC(=O)C(NS(=O)(=O)c1ccc(Br)cc1)C(C)C (stereo not drawn)	0.4	-1	-2.9	4	-0.3	.	0.0	.	0
CCc1ccccc1S(=O)(=O)Cc1ccc(C(=O)NC(C)C)o1	1.1	2	-1.4	-10	-0.4	6	-1.2	-3	-8
CC(C)C[C@@H](CN1CCC[C@@H]1CN1C(=S)NC[C@@H]1Cc1ccccc1)N1C[C@H](Cc2ccc(O)cc2)N(CC2CCCCC2)C1=S	0.0	.	-4.4	4	.	30*	-0.4	-3	3

Entries of single compounds as entered above:
CN1C(=O)CC(c2ccccc2)Nc2ccccc21 (stereo not drawn) is listed as TcdB GH inh = 0.6; Y pestis TopoI = 0; FadD28 FP inh = -0.2; BoNT F protease = -5; PfHsp40 rescue = 0.2; CCHFV vOTU inh = -5; BoNT-A LC inh2 = -0.7; PrPC surface inh = 1; Anthrax LF inh2 = 2
C[C@H](NC(=O)c1ccco1)C(=O)NCc1cccs1 is listed as TcdB GH inh = 0.4; Y pestis TopoI = -2; FadD28 FP inh = -2.8; BoNT F protease = ?; PfHsp40 rescue = -0.2; CCHFV vOTU inh = 6; BoNT-A LC inh2 = ?; PrPC surface inh = 2; Anthrax LF inh2 = ?

Remaining list, next part:
SMILES	TcdB GH inh	Y pestis TopoI	FadD28 FP inh	BoNT F protease	PfHsp40 rescue	CCHFV vOTU inh	BoNT-A LC inh2	PrPC surface inh	Anthrax LF inh2
O=C(COC(=O)c1ccc(O)cc1)NC(c1ccccc1)c1ccccc1	0.1	1	-4.0	-7	-1.1	8	-0.2	-6	-4
COc1ccc(C2/C=C\CN(S(=O)(=O)c3ccc(C)cc3)CC(=O)N2Cc2cccc(F)c2)cc1 (stereo not drawn)	0.1	33	-1.4	-1	1.4	8	-0.1	2	2
COc1ccc(S(=O)(=O)NCc2ccc(C)cc2)cc1	.	10	-1.2	-13	-1.1	-4	-0.3	0	-4
O=C(NC1CC2CCCC(C1)N2C(=S)NCCc1ccccc1)C1CC1 (stereo not drawn)	1.0	3	2.0	-3	-0.1	7	0.7	-7	3
CSc1ccc(CN2CCC(N3CC(C)OC(C)C3)CC2)cc1 (stereo not drawn)	-0.4	-3	-3.2	-18	-0.3	-7	-2.0	2	-8
COCCCNC(=O)c1ccc(-c2csc(C)n2)cc1	0.1	0	-1.4	-4	1.0	-4	-1.2	1	-6
CC1CCN(S(=O)(=O)c2ccc(NC(=O)N3c4ccccc4Sc4ccccc43)cc2)CC1	.	-1	-4.0	-3	2.1	6	-0.4	-2	-1
CCSc1nc2c(c(=O)n1-c1ccc(F)cc1)SCC2	.	3	-2.3	-19	-0.3	-6	-1.7	-13	-1
O/N=C/c1ccc2cccc(OCc3ccccc3)c2n1	-1.9	1	-0.8	-9	-0.3	-33	-1.1	-2	-2
O=C(CNC(=O)c1ccccc1F)NCCN1C(=O)S/C(=C\c2ccc3c(c2)OCO3)C1=O	-5.1	13	-1.2	3	-0.6	12	0.0	7	0
Cc1c(C(=O)N2CCCCC2)c(S(=O)(=O)N2CCC(C)CC2)c(C)n1C	1.5	5	-3.2	8	1.1	5	6.1	-10	3
COc1ccc(C(=O)NCc2nnc(SCC(=O)Nc3cc(C)on3)o2)cc1OC	-5.5	-6	-3.8	-1	0.7	-4	-0.5	14	-2
CC(C)Cc1ccc(-c2cc3nc(NCCOc4ccccc4)ccn3n2)cc1	0.9	11	-5.3	-5	.	20	0.0	6	-4
COc1ccc(CC(=O)NNC(=O)c2ccccn2)cc1	0.5	1	0.6	?	-1.6	-10	-3.6	-1	4
CNC(=O)CN(c1cc(C)ccc1OC)S(=O)(=O)c1ccc(C)cc1	.	2	-1.3	1	0.5	-15	0.9	-11	-2
O=C(O)C1CCC(CNS(=O)(=O)c2ccccc2)CC1 (stereo not drawn)	1.3	2	0.4	23	-0.5	-20	-1.4	-2	4
CC1(c2nnc(-c3ccc(F)cc3)o2)CC(c2ccc([N+](=O)[O-])cc2)=NO1 (stereo not drawn)	2.1	7	1.5	-6	0.6	4	-0.7	-5	0
COc1ccc(CC(=O)NNC(=O)c2cccs2)cc1OC	0.9	3	-0.5	1	-2.4	9	-1.4	4	-1
COc1ccc(CCN(Cc2nc3ccccc3c(=O)[nH]2)C(=O)c2ccco2)cc1OC	.	11	-1.8	?	-0.5	11	0.2	7	-5
CSc1nnc2c3cc(F)ccc3n(Cc3ccccc3)c2n1	.	11	0.9	12	-0.2	-5	3.0	-8	?
Clc1ccc(/C=N/N2CCN(Cc3ccccc3)CC2)cc1	0.4	7	-1.1	.	-1.1	1	.	-3	.
Cc1ccc(S(=O)(=O)CCC(=O)NNC(=O)CN(C)S(=O)(=O)c2ccc(C)cc2)cc1	0.4	6	-1.2	3	-0.1	6	-0.4	-3	-2
CCc1cc2ccc(C)cc2nc1SCC(=O)N1CCN(C(=O)c2ccco2)CC1	.	41	-3.4	3	-0.4	4	0.7	9	0
Nn1c(COc2cccc(Br)c2)nnc1SCC(=O)NCC1CCCO1 (stereo not drawn)	0.2	0	0.3	.	0.8	-3	.	1	.
CCN(CC)S(=O)(=O)c1cc(C(=O)Nc2cc(Cl)ccc2N2CCN(C)CC2)ccc1Cl	.	-3	?	-9	0.1	-4	6.5	-6	-3
CC(C)(C)OC(=O)CNC(=O)c1nc[nH]c1C(=O)NCc1ccccc1	1.4	7	-1.9	5	0.7	5	-0.1	-3	-1
Cn1cnnc1SC1CCCCC1NS(=O)(=O)c1ccc(Cl)cc1 (stereo not drawn)	1.8	5	-3.7	-2	-0.6	8	0.2	5	2

Limited to BoNT F protease and PrPC surface inh, for some of the entries so far:
SMILES | BoNT F protease | PrPC surface inh
CC(C)(C)OC(=O)CNC(=O)c1nc[nH]c1C(=O)NCc1ccccc1 | 5 | -3
Nn1c(COc2cccc(Br)c2)nnc1SCC(=O)NCC1CCCO1 (stereo not drawn) | . | 1
